# Screens from PubChem.
# HIV peptide binding – cell-free HIV fusion peptide-binding blockers – biochemical, uHTS, fluorescence dequenching, primary screen (AID 1986); inhibition, % at 20 µM; hits with a dose series show IC50 in µM; hit rate 0.3% among 290,000; cell-free peptide binding, fluorescence dequenching, 30 min; higher % means a stronger effect; in the data active means inhibition mostly above about 52%, no sharp cut-off; inactive means mostly below about 76%; further: some results filed as inactive read as strong as hits
# RSV CPE inhibition – inhibition of RSV-induced cytopathic effect – HEp-2 cells, primary 10 µM value included (AID 2391); HEp-2 cells, RSV-induced CPE inhibition; higher % means a stronger effect; CPE inhibition, % at 10 µM, or IC50 in µM where a hit was titrated; hit rate 0.13% among 310,000; in the data active means a potency from the dose series; inconclusive means CPE inhibition mostly from about 23% at the one dose, without a potency; inactive means the rest, 99 in 100 with CPE inhibition below about 21%; further: strong numbers were not always called active
# Dengue-2 NS5 capping – Dengue-2 NS5 methyltransferase inhibitors, primary screen, biochemical, confirmation dose response (AID 588689); Dengue-2 NS5 methyltransferase capping enzyme assay, biochemical; higher % means a stronger effect; inhibition, % at 25 µM, or IC50 in µM where a hit was titrated; hit rate 0.3% among 340,000; in the data active means a potency from the dose series; inconclusive means inhibition above about 29% without an active follow-up result
# MgcRacGAP inhibition – MgcRacGAP GTPase-activating activity inhibitors, confirmation, biochemical, ADP Hunter fluorescence. MgcRacGAP-stimulated Rac1 GTP hydrolysis, ADP Hunter fluorescence; higher % means a stronger effect; GST-tagged Rac1 F28L mutant substrate. inhibition, % at 30 µM; hits with a dose series show IC50 in µM. hit rate 0.6% among 340,000;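 active means first-screen hits whose inhibition reached a set limit at any dose in the follow-up dose series; inconclusive means inhibition above the set first-screen limit but never retested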;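 further: fluorescence reports GDP produced by GAP-driven GTP hydrolysis; strong numbers were not always called active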
# LYP inhibition – inhibitors of LYP phosphatase, biochemical, fluorescence intensity, uHTS (AID 1779) | one-dose inhibition, % at 11.5 µM; IC50 in µM for titrated hits | hit rate 0.054% among 290,000 | recombinant LYP phosphatase, fluorescence intensity; higher % means a stronger effect; in the data active means inhibition above about 50%;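 further: plate controls were vehicle with enzyme for no effect and no enzyme for full effect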
# XIAP antagonists – small molecules displacing peptide from XIAP – biochemical, IAP family, fluorescence polarization (AID 1018); XIAP BIR domain, fluorescence polarization peptide displacement; higher % means a stronger effect; displacement, % at 20 µM; hits with a dose series show IC50 in µM; hit rate 0.007% among 200,000; in the data active means displacement above about 50%; further: a part of the inactive calls stands beside numbers as strong as those of hits
# Large T inhibition – TAg ATPase/helicase activity blockers – biochemical (AID 1903) | hit rate 0.39% among 310,000 | SV40 large T antigen ATPase/helicase inhibition assay; higher % means a stronger effect | one-dose inhibition, % at 20 µM; IC50 in µM for titrated hits; in the data active means a potency from the dose series; inconclusive means inhibition mostly from about 32% at the one dose, without a potency; inactive means the rest, 99 in 100 with inhibition below about 32%; further: strong numbers were not always called active
# AID2073 – inhibitors of Mint1-CaV2.2 protein interaction, biochemical, HTRF (AID 2073) | inhibition, % at 20 µM; hits with a dose series show IC50 in µM | HTRF protein-protein interaction, Mint1-CaV2.2; higher % means a stronger effect | hit rate 0.19% among 290,000; in the data active means inhibition mostly above about 51%, no sharp cut-off; inconclusive means no clear call, values can overlap the other calls; inactive means mostly below about 53%; further: some results filed as inactive read as strong as hits
# SIAH1 antagonists – Siah-1 peptide-binding antagonists, primary screen, biochemical, fluorescence polarization, rhodamine-plectin, uHTS (AID 1817); Siah-1 / rhodamine-plectin peptide fluorescence polarization; higher % means a stronger effect; displacement, % at 20 µM; hits with a dose series show IC50 in µM; hit rate 0.02% among 290,000;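 active means displacement of at least 50% at 20 µM, with a fluorescence ratio check between 0.3 and a set limit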;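 further: plate controls were Siah plus tracer with DMSO for no effect and tracer alone without Siah for full effect; strong numbers were not always called active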
# The depositor's hits bear a star; ? = inconclusive; . = not tested or not shown.
HIV peptide binding	RSV CPE inhibition	Dengue-2 NS5 capping	MgcRacGAP inhibition	LYP inhibition	XIAP antagonists	Large T inhibition	AID2073	SIAH1 antagonists	structure
-0.4%	0.1%	-1%	12%	-4%	-5.5%	21%	-2%	2%	O=C(c1cccn(Cc2cccc(Cl)c2)c1=O)N1CCOCC1
-4.7%	0.3%	-3%	9%	-8%	3.3%	9%	28%	-3%	CCOC(=O)c1cnn2c(C)cc(-c3ccc(F)cc3)nc12
-2.3%	0.6%	11%	4%	-2%	-2.4%	11%	4%	3%	CSCCC(C(=O)OCC(=O)c1ccc(C)c(C)c1)N1C(=O)c2cc(Cl)c(Cl)cc2C1=O (stereo not drawn)
-0.2%	1.3%	-2%	10%	0%	0.8%	4%	7%	-14%	O=C(N/N=C/c1ccc2c(c1)OCO2)c1cc(-c2ccc(F)cc2)nc2ccccc12
-1.4%	1.0%	-1%	7%	3%	-14%	25%	4%	-2%	N#CCCN(/N=C/c1cccnc1)C1=NS(=O)(=O)c2ccccc21
-0.5%	1.0%	-7%	9%	-9%	.	4%	0%	-2%	COc1ccccc1N1CCN(C(=O)CCc2ccccc2)CC1
-1.5%	-2.6%	1%	.	-9%	.	2%	15%	-7%	O=C(CN1CCN(c2ccccn2)CC1)Nc1cccc(Br)c1
-1.4%	0.9%	-1%	2%	-2%	-6.0%	4%	-3%	-3%	Nc1nncn1C(=O)CCc1ccccc1
-1.1%	-0.4%	4%	11%	-8%	.	18%	8%	3%	CCCOCC(O)CC(Cc1ccccc1)C(=O)NN (stereo not drawn)
1.1%	2.0%	-3%	0%	12%	1.2%	6%	3%	-1%	COc1ccc(CCN(Cc2cc3cc(C)cc(C)c3nc2Cl)C(=O)C2CC2)cc1
-0.5%	1.0%	-1%	7%	-8%	.	13%	2%	-1%	O=C(CSc1ccc2nnc(CCNC(=O)c3ccccc3)n2n1)NCCc1ccccc1
-2.7%	1.2%	-16%	-1%	-3%	-2.4%	-12%	5%	-4%	CCC(=O)c1cc(F)ccc1OCC(=O)N1CCN(c2ccc(F)cc2)CC1
0.1%	0.2%	-4%	9%	-3%	-2.6%	8%	0%	1%	CCOC(=O)N1CCN(C(c2ccc(F)cc2)c2sc3nc(C)nn3c2O)CC1 (stereo not drawn)
-1.7%	0.6%	-9%	6%	-12%	-6.3%	0%	11%	-5%	O=C(O)CCCC(=O)NCCCCc1ccccc1
-2.3%	0.5%	-4%	10%	-1%	-2.6%	0%	-4%	3%	C=CCNC(=O)CSc1nc2cc(C(=O)OCC)ccc2n1CC
5.4%	8.7%	1%	4%	1%	-4.7%	-3%	7%	-4%	Oc1cccc(/C=N/Nc2cc(N3CCCC3)nc(N3CCCC3)n2)c1
1.5%	1.0%	1%	6%	0%	-6.4%	3%	-10%	5%	COc1ccccc1NC(=S)N1CCOCC1
-1.6%	0.6%	4%	10%	-4%	-0.8%	25%	6%	4%	CC1(C)CC2CC(C)(CN2S(=O)(=O)c2cccc(N)c2)C1 (stereo not drawn)
-1.0%	1.3%	-3%	3%	1%	-3.2%	-4%	-7%	0%	CCCCOCCCNC(=O)N[C@@H](CC(C)C)C(=O)O
-1.2%	1.0%	-7%	2%	-9%	.	0%	5%	-2%	O=C1[C@@H]2Cc3c([nH]c4ccccc34)CN2C(=O)CN1CCCCCO
5.7%	0.7%	-8%	-1%	1%	-4.6%	5%	32%	2%	CCOc1ccc(S(=O)(=O)N(C)c2ccc(OCC(=O)Nc3nc(-c4cc(OC)ccc4OC)cs3)cc2)cc1
10%	7.4%	-3%	-9%	-6%	-4.5%	6%	3%	-9%	O=C(N/N=C/c1cccc([N+](=O)[O-])c1O)c1cccs1
-1.4%	1.1%	7%	8%	-10%	-12%	1%	17%	1%	CC1=CN2C(=NC(=O)CC2(C)C(=O)N(CC(=O)NC2CCCC2)c2ccccc2C)C=C1 (stereo not drawn)
-1.1%	2.1%	-1%	5%	-1%	-1.8%	-1%	1%	1%	O=C1CC(N2CCC(O)(c3ccc(Cl)cc3)CC2)C(=O)N1 (stereo not drawn)
0.9%	1.4%	.	6%	-5%	-3.5%	7%	-8%	5%	COc1cccc(CC2(CO)CCCN(Cc3cc4ccccc4[nH]3)C2)c1 (stereo not drawn)
-0.8%	-0.1%	-5%	7%	-5%	-15%	-4%	-4%	0%	Cn1cccc1C(=O)OCC(=O)N1c2ccccc2NC(=O)C1(C)C
1.8%	0.0%	-4%	5%	-7%	-4.5%	16%	-2%	0%	CS(=O)(=O)N(CC(=O)NC1CCCC1)Cc1ccc(Cl)cc1
-0.2%	1.4%	-2%	-5%	1%	-5.7%	3%	5%	3%	Fc1ccc(C(c2nnnn2C2CCCCC2)N2CCCC2)cc1 (stereo not drawn)
-3.5%	17%	-4%	17%	-10%	0.2%	39µM*	?	-2%	O=c1oc2cc(O)ccc2c2ccccc12
0.1%	15%	-6%	8%	-4%	-5.8%	14%	-16%	7%	Cc1cccc(CSc2nnc(-c3cccs3)n2Cc2ccco2)c1
-1.4%	0.9%	-4%	-6%	-4%	-2.0%	4%	-22%	4%	COCCNC(=O)CNC(=S)N(CCCN1CCOCC1)Cc1cccs1
-1.7%	1.5%	-4%	-2%	1%	-21%	0%	6%	1%	FC(F)(F)c1cc(-c2ccco2)nc(N2CCN(c3ccccc3)CC2)n1
12%	1.3%	1%	9%	-8%	-1.0%	2%	0%	2%	CC1OC(Nc2ccc(OC(F)(F)F)cc2)C(O)C(O)C1O (stereo not drawn)
.	-1.9%	3%	8%	.	.	16%	.	.	Cc1ccc(OC(=O)C2CSC3(C)CCC(=O)N23)c(Br)c1 (stereo not drawn)
0.1%	0.6%	-7%	5%	-1%	-2.1%	4%	6%	0%	CCc1nnc2c3cnn(-c4ccccc4)c3ncn12
1.2%	-0.3%	11%	-2%	-7%	.	0%	11%	-7%	COc1ccccc1N1CCN(CCCNC(=O)Cn2ncc3c([nH]c4ccccc43)c2=O)CC1
3.1%	4.0%	-6%	6%	0%	-2.6%	-4%	1%	7%	COc1ccc(-n2cnnc2SCC(=O)Nc2cc(S(=O)(=O)N3CCCCC3)ccc2C)cc1
-1.0%	0.8%	15%	-8%	-6%	-6.8%	4%	26%	-7%	COc1ccc(Cl)cc1-n1c(C)cc(C(=O)O)c1C
-3.1%	1.0%	-6%	2%	-3%	-6.8%	3%	-1%	7%	CCOC(=O)c1cn(CC(=O)Nc2cccc(Cl)c2C)nn1
-0.3%	0.9%	-2%	2%	-8%	0.6%	10%	16%	-6%	N#C/C(=C\c1cccc([N+](=O)[O-])c1)C(=O)NCC1CCCO1 (stereo not drawn)
-1.4%	5.8%	3%	-3%	-10%	.	4%	1%	2%	C/C(=N\NC(=O)c1cccc(Br)c1)c1ccccn1
-0.7%	1.4%	1%	10%	-4%	-3.7%	4%	-5%	-6%	CN(C)c1cnn(-c2ccccc2)c(=O)c1Cl
-0.1%	1.3%	-10%	10%	-2%	-1.0%	1%	-20%	4%	CNC(=O)/C(C#N)=c1\s/c(=C/C(=O)OC)c(=O)n1-c1ccccc1
-1.8%	1.7%	-12%	11%	-4%	-1.8%	-2%	-2%	0%	O=C(/C=C/c1ccc(OCCCF)cc1)NCc1cccc(Cl)c1
-1.7%	1.2%	-2%	10%	-9%	.	9%	-17%	4%	O=C(NCC(O)c1ccccc1)Nc1cccs1 (stereo not drawn)
1.5%	0.3%	-12%	0%	-5%	.	9%	7%	1%	O=C(CN(C(=O)CCC(=O)Nc1ccccn1)c1ccc(F)cc1)NCc1ccc(F)cc1
-2.5%	0.5%	-10%	2%	-2%	-19%	5%	-15%	-4%	O=C(c1c[nH]c(C(=O)N2CCN(Cc3ccccc3)CC2)c1)C1CCCCC1
2.8%	-0.4%	-2%	29%	-6%	-9.5%	3%	-4%	2%	N#Cc1ccccc1OCCOCCNC1CCCC1
0.3%	4.6%	-1%	4%	-5%	-4.4%	11%	2%	-7%	CCOC(=O)c1c(C)[nH]c(/C(C)=N/O)c1C
-2.6%	-3.8%	1%	14%	-10%	-2.9%	8%	1%	5%	CCc1ccc2[nH]c(=O)c(CN(CCCN3CCOCC3)C(=O)Nc3ccccc3)cc2c1
-1.0%	-0.2%	-6%	7%	0%	-4.1%	8%	34%	0%	CC(=O)C1=C(O)C(=O)N(CCCn2ccnc2)C1c1ccc(C)cc1 (stereo not drawn)
0.4%	3.8%	-7%	0%	-7%	-4.0%	7%	-4%	-1%	CCOC(=O)C(=O)Nc1ccc(F)cc1
65%	-0.3%	-9%	5%	-9%	-4.3%	8%	12%	8%	COc1cccc(Oc2ccc(N)cn2)c1
1.1%	1.9%	-11%	10%	-6%	-4.5%	2%	-10%	7%	CCCCn1c(SCC2CCCO2)nc2cc(S(N)(=O)=O)ccc21 (stereo not drawn)
1.3%	3.5%	-2%	0%	-3%	-1.2%	-4%	-2%	6%	Clc1ccc(-n2cnnn2)cc1
-0.5%	1.6%	-4%	5%	-8%	.	7%	-1%	-1%	COC(=O)c1ccc(NC(=O)Cn2nc(C)c3ccccc3c2=O)cc1

# Arranged by molar mass (smallest number first): part of the list above.
HIV peptide binding	RSV CPE inhibition	Dengue-2 NS5 capping	MgcRacGAP inhibition	LYP inhibition	XIAP antagonists	Large T inhibition	AID2073	SIAH1 antagonists	structure
1.3%	3.5%	-2%	0%	-3%	-1.2%	-4%	-2%	6%	Clc1ccc(-n2cnnn2)cc1
-0.7%	1.4%	1%	10%	-4%	-3.7%	4%	-5%	-6%	CN(C)c1cnn(-c2ccccc2)c(=O)c1Cl
-1.7%	1.2%	-2%	10%	-9%	.	9%	-17%	4%	O=C(NCC(O)c1ccccc1)Nc1cccs1 (stereo not drawn)
-1.0%	0.8%	15%	-8%	-6%	-6.8%	4%	26%	-7%	COc1ccc(Cl)cc1-n1c(C)cc(C(=O)O)c1C
-1.0%	-0.2%	-6%	7%	0%	-4.1%	8%	34%	0%	CC(=O)C1=C(O)C(=O)N(CCCn2ccnc2)C1c1ccc(C)cc1 (stereo not drawn)
-0.8%	-0.1%	-5%	7%	-5%	-15%	-4%	-4%	0%	Cn1cccc1C(=O)OCC(=O)N1c2ccccc2NC(=O)C1(C)C
-2.7%	1.2%	-16%	-1%	-3%	-2.4%	-12%	5%	-4%	CCC(=O)c1cc(F)ccc1OCC(=O)N1CCN(c2ccc(F)cc2)CC1
0.1%	0.2%	-4%	9%	-3%	-2.6%	8%	0%	1%	CCOC(=O)N1CCN(C(c2ccc(F)cc2)c2sc3nc(C)nn3c2O)CC1 (stereo not drawn)
